From PubChem BioAssay
PP1 inh: PP1-alpha (human) inhibition in PP5 counter-screen. P62136. purified PP1alpha, OMFP fluorescence. inhibition, % at 6.7 µM. actives 0.9% (n = 320,000);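 active = inhibition above the mean inhibition of all tested compounds plus 3 SD, computed separately for each screening campaign, cut at about 15% in these data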
PP5 primary: inhibitors of human protein phosphatase 5 (PP5). actives 0.18% (n = 320,000). purified PP5c, OMFP substrate fluorescence. inhibition, % at 6.7 µM. P53041;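 active = inhibition above the campaign's mean inhibition across all tested compounds plus 3 SD, cut at about 9.5% in these data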;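 note: 0% = DMSO only and 100% = 100 µM cantharidin control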
Target sequence (P53041 whole entry, looked up): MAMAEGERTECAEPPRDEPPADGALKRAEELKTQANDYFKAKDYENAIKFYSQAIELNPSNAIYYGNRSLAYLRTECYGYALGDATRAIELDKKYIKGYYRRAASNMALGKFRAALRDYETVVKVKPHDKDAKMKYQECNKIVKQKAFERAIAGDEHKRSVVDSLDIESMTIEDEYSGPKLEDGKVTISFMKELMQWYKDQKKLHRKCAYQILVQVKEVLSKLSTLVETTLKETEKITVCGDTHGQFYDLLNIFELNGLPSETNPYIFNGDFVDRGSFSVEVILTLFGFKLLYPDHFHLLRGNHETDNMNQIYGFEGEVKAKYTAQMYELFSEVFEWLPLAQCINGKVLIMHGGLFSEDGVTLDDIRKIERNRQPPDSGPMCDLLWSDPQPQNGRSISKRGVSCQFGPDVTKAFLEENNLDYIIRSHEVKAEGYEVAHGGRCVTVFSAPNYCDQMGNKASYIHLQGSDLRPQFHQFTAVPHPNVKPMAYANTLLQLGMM
TPT1 inh: inhibitors of Candida albicans tRNA 2'-phosphotransferase TPT1. recombinant caTPT1, FP RNA substrate dephosphorylation. inhibition, % at 5 µM. actives 0.81% (n = 300,000). AID 1962;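 active = inhibition above the mean of all tested compounds plus 3 SD, set per screening campaign, cut at about 24% in these data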;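 note: plate controls were DMSO alone for no effect and ferristatin control at 100 nM for full effect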
CTSL1 counter: blocks F. hepatica cathepsin L1 in PFM18AAP counter-screen | recombinant F. hepatica cathepsin L1, Z-Leu-Arg-MCA fluorescence | inhibition, % at 5.96 µM | actives 0.49% (n = 300,000) | AID 1906;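 active = inhibition above the mean of all tested compounds plus 3 SD, set per screening campaign, cut at about 17% in these data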;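 note: 0% = plate median of test compound wells and 100% = 1 µM Z-Phe-Ala-diazomethylketone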
AHR act: activates the human aryl hydrocarbon receptor; activation, % at 5 µM; AID 2796; actives 2.5% (n = 320,000); P35869; AHR-responsive luciferase reporter cells, luminescence; in the data active = activation above about 47%;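 note: 0% = vehicle wells and 100% = reference agonist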
proCasp3 act: procaspase-3 (human) activation; P42574; recombinant procaspase-3 D3A, Ac-DEVD-pNA absorbance 405 nm; activation, % at 8.5 µM; actives 0.11% (n = 330,000);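 active = activation above the mean of all tested compounds plus 3 SD, cut at about 21% in these data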;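 note: 0% = DMSO alone and 100% = DMSO wells spiked with extra 5 µM PC-3 D3A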
Target sequence (P42574 whole entry D9A/D28A/D175A): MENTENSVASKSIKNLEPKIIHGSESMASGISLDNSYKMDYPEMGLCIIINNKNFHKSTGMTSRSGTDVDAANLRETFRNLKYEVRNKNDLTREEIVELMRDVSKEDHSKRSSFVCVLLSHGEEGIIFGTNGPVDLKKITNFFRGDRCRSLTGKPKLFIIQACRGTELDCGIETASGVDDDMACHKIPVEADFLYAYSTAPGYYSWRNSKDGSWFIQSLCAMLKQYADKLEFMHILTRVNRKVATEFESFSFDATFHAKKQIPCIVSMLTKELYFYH
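Assay system – Procaspase-3 D3A mutant · Benchmarks – DMSO low control, extra-enzyme high control · Technique – 405 nm absorbance of p-nitroaniline, reads at 0 and 120 min · Doses – 8.5 µM nominal · Measure – % activation between DMSO and enzyme-spiked controls · Also added – Ac-DEVD-pNA chromogenic peptide substrate · Schedule – 1 h compound preincubation, 2 h substrate hydrolysis at 25 °C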
PAFAH2 inh: inhibitors of human PAFAH2; recombinant PAFAH2, FP-rhodamine activity probe, fluorescence polarization; inhibition, % at 3.39 µM; actives 0.99% (n = 340,000); AID 492956;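 active = inhibition above the mean over all tested compounds plus 3 SD, cut at about 30% in these data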;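 note: inhibitors block probe labeling of enzyme so polarization drops; 0% = enzyme with DMSO and 100% = wells lacking PAFAH2 protein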
proCasp7 act: counter-screen for procaspase-3 activators: activators of human procaspase-7. P55210. recombinant procaspase-7, Ac-DEVD-pNA absorbance 405 nm; D23A/D198A/D206A triple mutant, cannot self-cleave; scale: DMSO 0, 5 µM enzyme 100. activation, % at 8.5 µM. actives 0.093% (n = 330,000). AID 463210;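 active = percent activation above the screen-wide mean plus 3 SD, cut at about 25% in these data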
Target sequence (P55210 whole entry D23A/D198A/D206A): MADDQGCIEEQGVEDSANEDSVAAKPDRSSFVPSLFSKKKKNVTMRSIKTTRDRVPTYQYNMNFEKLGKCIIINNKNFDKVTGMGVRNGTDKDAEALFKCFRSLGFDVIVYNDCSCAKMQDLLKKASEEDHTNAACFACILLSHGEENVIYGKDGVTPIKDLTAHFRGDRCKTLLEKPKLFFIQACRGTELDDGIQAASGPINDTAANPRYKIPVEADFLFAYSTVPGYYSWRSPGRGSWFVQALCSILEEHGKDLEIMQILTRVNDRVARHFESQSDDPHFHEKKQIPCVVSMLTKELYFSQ
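signal = Epi-absorbance of released pNA at 405 nm, two timepoints | assay system = Uncleavable procaspase-7 mutant enzyme | reagent = Ac-DEVD-pNA substrate, 400 µM as added | times = 1 h enzyme–compound preincubation and 2 h substrate reaction, both 25 °C | benchmarks = low DMSO alone, high DMSO plus 5 µM PC-7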
HCV core dimer: HCV core protein dimerization inhibition; TR-FRET GST/Flag-core106 dimerization, 1536-well; inhibition, % at 5 µM; actives 0.33% (n = 300,000);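 active = inhibition above the mean of all tested compounds plus 3 SD, set per screening campaign, cut at about 45% in these data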
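Material: GST/Flag-tagged HCV core106 proteins. Incubation: 4 h, 22.5 °C incubation. Read-out basis: inhibition (%) from 671 over 617 nm ratio. Measured by: TR-FRET, excitation 340 nm, emission 617 and 671 nm.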
* marks the source's active call; other numbers are inactive results; / = no result given.

SMILES	PP1 inh	PP5 primary	TPT1 inh	CTSL1 counter	AHR act	proCasp3 act	PAFAH2 inh	proCasp7 act	HCV core dimer
COc1ccc(NC(=O)c2ccc(S(=O)(=O)N3CCOCC3)cc2)c(OC)c1	-1	-1.4	-1	0	0	4	3	-23	-4
CC1(C)CC(=O)C2=C(C1)OC(c1ccncc1)C(C#N)=C2N (configuration not stated)	-2	1.1	-2	13	1	-2	-4	-1	-10
Cc1cc(CNC(=O)c2ccc3c(c2)OCO3)c2ccccc2n1	-1	-0.3	-3	0	21	7	-3	-12	-7
O=C(OCC(=O)N1CCN(C(=O)c2ccco2)CC1)c1cccc(S(=O)(=O)N2CCc3ccccc32)c1	-4	-0.6	-6	-1	1	0	5	2	6
COc1ccc(-n2cc(CN(C)CCO)c(-c3cccc(F)c3)n2)cc1	-2	2.8	-1	1	3	-3	8	14	-3
CCOC(=O)c1ccccc1NC(=O)C1CC(=O)N(C2CCCCC2)C1 (configuration not stated)	-1	2.7	2	2	3	3	7	-5	-2
CC(C)(C)c1nc(SCC(=O)c2ccccc2)c2ccccc2n1	6	0.0	-6	2	-2	-9	0	-14	13
O=c1/c(=C/c2ccco2)sc2nc(-c3ccccc3Br)nn12	-11	-0.9	10	-2	1	-18	12	-18	10
Cc1ccc(NC(=O)C(=O)NCCCN2CCCC2=O)c(C)c1	-1	-0.7	0	-11	13	4	0	9	-2
Cc1ccc(-n2c(SCC(=O)Nc3cc(C)on3)nc3c([nH]c4ccccc43)c2=O)cc1	3	2.2	-2	-1	20	10	-2	8	14
CC(C)(C)OC(=O)N[C@@H](Cc1ccccc1)C(=O)N[C@@H](CO)[C@H](O)[C@@H]1C[C@@H]1C(=O)NC1CC1	-2	0.5	-2	2	-2	5	2	2	-7
O=[N+]([O-])c1ccc(-c2nnc3cccc(Cl)n23)cc1	0	0.4	1	-1	-2	5	1	1	6
CCN1CCN(CCC(=O)Nc2cccc(OC)c2)CC1	-1	-0.8	0	6	4	-3	8	-2	-3
CN1CCN(CC(=O)Nc2ccccc2C(F)(F)F)CC1	6	2.7	-3	2	-1	-2	-3	-4	-16
CCOC(=O)c1ccc(S(=O)(=O)Nc2cc(S(=O)(=O)Nc3ccc(OC)cc3)ccc2O)cc1	/	/	/	/	-1	7	2	5	/
COc1ccc(C(C)=O)cc1CSCC(=O)O	-3	-0.2	0	5	-2	8	5	9	1
CCOC(=O)C1=C(N)Oc2cc(C)oc(=O)c2C1c1cccnc1 (configuration not stated)	-2	2.4	-3	0	-3	10	1	2	3
CC[C@@H]1C=C(C(=O)O)[C@H](c2ccc(Cl)c(Cl)c2)N1S(=O)(=O)c1ccc(C)cc1	/	/	/	/	1	0	4	4	/
CC(C)(C)c1cc(C(C)(C)C)n(-c2ccccc2)n1	-1	-2.0	1	4	3	3	6	9	-1
CNC(=O)C(NC(=O)c1ccccc1)=C(C)C	-4	0.3	-3	-2	0	4	5	5	-7
CC(C)(C)C(=O)COC(=O)c1ccc(O)cc1	-1	-0.6	1	0	1	2	-1	-2	7
CSc1nc2ccc(NC(=O)c3cccs3)cc2s1	/	/	/	/	-1	6	-4	10	/
COc1cccc(Cn2c(Oc3ccccc3)nc3c2c(=O)n(C)c(=O)n3C)c1	4	3.1	-5	-3	3	6	2	8	-3
CCC(=O)Nn1c(C)nnc1C	-1	0.8	-1	0	2	1	-10	-12	-8
COc1ccc(C(=O)NCc2ccc(N3CCN(C)CC3)cc2)cc1	2	1.6	-7	2	5	-6	-1	13	-18
CCCN1C2=NCCN2c2ccccc21	0	0.2	-7	0	2	-2	6	11	-4
CC1CCC(NC(=O)C2CCN(S(=O)(=O)c3ccc4nc5c(c(C(=O)O)c4c3)CC(C)CC5)CC2)CC1 (configuration not stated)	2	-0.3	-2	19*	5	-2	18	6	4
Cc1cc2c(N=NC(=O)C3CC3c3ccccc3)c(O)[nH]c2cc1Br (configuration not stated)	2	2.0	0	-3	39	12	-9	-8	-12
CC(C)=CCC1=C(OCC(=O)O)C(=O)c2ccccc2C1=O	-2	4.6	-2	45*	17	1	35*	-2	5
C=C1CSc2nc3ccccc3c(=O)n21	-1	-0.3	-2	-1	-2	-3	-4	0	-1
O=[N+]([O-])c1ccc(C(=S)N2CCCC2)cc1	-3	-0.2	-1	2	-2	4	6	-17	16
Cc1ccc2c(c1)C(=O)C(=O)N2CC(=O)Nc1ccccc1NC(=O)c1ccccn1	2	-0.8	-8	-7	4	-2	-1	-16	2
C(=C\c1ccccc1)/CNn1cnnc1	-5	1.1	-1	-3	-1	-3	0	5	-2
O=C(O)CNC(=O)c1ccc(Sc2ccccc2)c([N+](=O)[O-])c1	-2	-2.9	-3	5	-1	-2	7	3	-5
Cc1ccc(NC(=O)C2CCCN(S(=O)(=O)c3cccc4cccnc34)C2)cc1 (configuration not stated)	-2	2.4	-1	-5	3	9	-11	-5	7
CCOc1ccc(Oc2ccc(Cl)cc2N)cc1	2	1.9	1	4	6	10	5	5	1
COc1ccc(CNC(=O)Cc2cn(C)c3ccccc23)c(OC)c1	-2	-0.3	-2	3	8	8	-1	-1	0
Cc1ccc(Nc2nnc(SC/C(O)=C(\C#N)c3nc4ccccc4[nH]3)s2)c(C)c1	11	1.3	16	4	55*	2	-1	0	37
CCOC(=O)N/N=C\c1ccc(OC(=O)c2ccc3c(c2)OCO3)cc1	0	-0.3	-5	-2	1	-3	9	2	0
Cn1c(=O)oc2cc(S(=O)(=O)N3CCC(C(=O)Nc4ccc(OC(F)(F)F)cc4)CC3)ccc21	0	-0.7	4	8	-2	0	-8	-4	1
COc1cc(C(C)=O)ccc1OCC(O)CN1CCN(c2ccc(F)cc2)CC1 (configuration not stated)	0	-1.2	-2	0	1	0	3	11	-1
Cc1nnc(NC(=O)C2CCN(S(=O)(=O)c3ccc(Cl)cc3)CC2)s1	-2	-1.6	1	4	0	2	-5	-4	3
COCCCNC(=O)c1oc2ccc(S(=O)(=O)N(C)C3CCCCC3)cc2c1C	-5	3.4	-7	-6	1	6	1	-5	-1
Cc1cccc(N2C(=O)c3cccc4c(N(C)CCO)ccc(c34)C2=O)c1	-2	0.8	-29	0	13	4	7	-2	-3
COc1ccc(-n2nc3c(c2NC(=O)c2ccccc2S(=O)(=O)C(F)F)CS(=O)(=O)C3)cc1	-1	-0.6	3	0	2	-5	8	-4	11
Cc1cc(Nc2ccccc2)n(-c2cccc(Cl)c2)n1	-11	5.4	0	-2	7	2	-3	5	-9
CCCCc1c(C)[nH]c(=S)[nH]c1=O	0	0.5	3	-3	0	0	0	-1	-3
COc1ccc(NC(=O)COc2ccc(C)nc2[N+](=O)[O-])cc1S(N)(=O)=O	2	1.9	/	/	0	-2	-2	2	/
COc1ccccc1CC(=O)N1CCN(c2ccccn2)CC1	-3	0.2	-3	0	-1	3	7	9	-3
Cc1cccc(CN2CCc3c([nH]c4ccccc34)C2C(C)(C)C)n1 (configuration not stated)	-1	2.5	3	-6	60*	-7	6	1	4

Some of the entries so far, as labelled records:
Cc1cccc(N2C(=O)c3cccc4c(N(C)CCO)ccc(c34)C2=O)c1
  PP1 inh: -2
  PP5 primary: 0.8
  TPT1 inh: -29
  CTSL1 counter: 0
  AHR act: 13
  proCasp3 act: 4
  PAFAH2 inh: 7
  proCasp7 act: -2
  HCV core dimer: -3

Cc1cc(Nc2ccccc2)n(-c2cccc(Cl)c2)n1
  PP1 inh: -11
  PP5 primary: 5.4
  TPT1 inh: 0
  CTSL1 counter: -2
  AHR act: 7
  proCasp3 act: 2
  PAFAH2 inh: -3
  proCasp7 act: 5
  HCV core dimer: -9

Cc1cccc(CN2CCc3c([nH]c4ccccc34)C2C(C)(C)C)n1 (configuration not stated)
  PP1 inh: -1
  PP5 primary: 2.5
  TPT1 inh: 3
  CTSL1 counter: -6
  AHR act: 60*
  proCasp3 act: -7
  PAFAH2 inh: 6
  proCasp7 act: 1
  HCV core dimer: 4

COc1cc(C(C)=O)ccc1OCC(O)CN1CCN(c2ccc(F)cc2)CC1 (configuration not stated)
  PP1 inh: 0
  PP5 primary: -1.2
  TPT1 inh: -2
  CTSL1 counter: 0
  AHR act: 1
  proCasp3 act: 0
  PAFAH2 inh: 3
  proCasp7 act: 11
  HCV core dimer: -1

Next section
SMILES	PP1 inh	PP5 primary	TPT1 inh	CTSL1 counter	AHR act	proCasp3 act	PAFAH2 inh	proCasp7 act	HCV core dimer
O=C(/C=C/c1ccccc1)NCc1ccc2c(c1)OCO2	-3	1.1	-2	-5	6	7	9	11	-5
Cc1cccc(OCC(=O)Nc2nccs2)c1C	1	-1.0	-1	3	20	-5	-5	1	7
Cn1cc(CCC(=O)NCc2ccc3c(c2)OCO3)c2ccccc21	-4	2.5	1	-4	9	11	3	5	-2
O=C(Nc1ncc(Br)s1)C(Cc1ccccc1)n1cccc1 (configuration not stated)	2	4.1	-4	1	16	-8	7	5	7
O=C(COC(=O)CCC1CCCC1)Nc1ccc(Cl)cc1F	2	1.5	0	-2	0	-9	24	9	0
CCOC(=O)c1c(NC(=O)COC(=O)c2ccc(C)s2)sc2c1CC(C)(C)NC2(C)C	-12	4.6	0	0	8	-4	-2	6	-14
COCCCn1c(SCC(=O)N(C)C)nnc1-c1ccccc1	-7	-0.4	-3	3	-1	2	-7	-1	4
CN(CC(=O)Nc1cccc(F)c1)C(=O)c1cn(-c2ccccc2)nc1-c1cccs1	2	2.6	2	3	8	-3	-4	-11	6
COc1ccc(CNC(=O)Cc2csc(Nc3nc(=S)[nH]c4ccccc34)n2)cc1	10	-0.4	2	5	38	-4	-28	-5	18
O=C(CSc1nnc(-c2cccnc2)n1C1CCCCC1)NC1CCCCC1	-6	2.8	-2	0	0	-4	-11	7	-5
O=C(NCCC1CCCCN1S(=O)(=O)c1ccc(F)cc1)C(=O)NC1CC1 (configuration not stated)	-5	0.0	-1	1	-2	3	1	5	2
O=C(NC(=S)Nc1ccc(CN2CCOCC2)cc1)c1cccc([N+](=O)[O-])c1	-2	0.0	2	-18	12	1	-5	-24	-7
O=C(Cn1cnc2sc3c(c2c1=O)CCCC3)NCC(=O)Nc1c(F)cc(F)cc1Br	-4	1.5	-3	-3	0	2	-11	4	-2
Cc1onc(-c2c(Cl)cccc2Cl)c1C(=O)N1CCCCC1	0	0.6	-1	4	1	-4	-11	-2	-14
CC(C)(C)NC(=O)Nc1nnc(SCC(=O)NC2CCCCC2)s1	-1	-0.2	1	12	3	8	-4	3	4
CCN(CC)S(=O)(=O)c1ccc2c(c1)c(=O)c(C(=O)NCc1ccc3c(c1)OCO3)cn2C	0	2.9	0	-1	5	-1	/	4	-4
Cc1ccc(Cc2c(C)nc3nc(SCC(=O)NCCCN4CCCC4)nn3c2C)cc1	4	0.0	0	-1	1	5	11	7	5
CC(=O)Nc1ccc(NC(=O)COC(=O)C2CCCCC2)cc1	/	/	/	/	-1	3	10	-3	/
CC(=O)c1ccc(NC(=S)N2CCCC(C(F)(F)F)C2)cc1 (configuration not stated)	-1	-0.4	-1	3	-1	-10	-3	-15	-1
COCCn1c(Cc2ccccc2)nnc1SCC(=O)N1CCCCC1C (configuration not stated)	-2	0.8	-1	-4	-1	6	-4	0	-7
O=C(O)c1ccccc1/C=N/NC(=S)NCc1ccccc1	2	-1.1	-2	1	1	-4	-2	5	-2
